Assay outcomes (PubChem BioAssay)
MrgX1 PAM: human MrgX1 positive allosteric modulation, primary screen. Q96LB2. MrgX1-HEK293, Fluo-4 calcium flux, FDSS; active compounds read high. B-score at 10 µM. actives 0.63% (n = 310,000). AID 588675;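 active means plate-corrected calcium response at least 3 library SD above typical, normal starting fluorescence, not activating the receptor alone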;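 further: compound read alongside a low EC10 to EC30 dose of BAM8-22 agonist; peak minus trough fluorescence over baseline measured at the second addition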
Target sequence (Q96LB2 whole entry, looked up): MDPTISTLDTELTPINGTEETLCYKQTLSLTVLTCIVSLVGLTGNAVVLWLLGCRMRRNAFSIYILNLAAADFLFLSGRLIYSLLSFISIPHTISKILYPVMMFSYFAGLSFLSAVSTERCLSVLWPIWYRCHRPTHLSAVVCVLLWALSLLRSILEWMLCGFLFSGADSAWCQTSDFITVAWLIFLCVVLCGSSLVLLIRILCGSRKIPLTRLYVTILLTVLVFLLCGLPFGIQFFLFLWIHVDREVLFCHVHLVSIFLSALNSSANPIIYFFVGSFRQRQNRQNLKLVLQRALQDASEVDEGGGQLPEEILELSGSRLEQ
KCNQ1 inh: blocks the human KCNQ1 potassium channel; AID 2642; actives 1.3% (n = 310,000); B-score at 10 µM; CHO-K1 KCNQ1, FluxOR thallium flux fluorescence; active compounds read high;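 active means compounds whose thallium flux B-score, printed positive for inhibition, exceeds three library SD while starting fluorescence stays within three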;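 further: channel opened by potassium depolarization with thallium stimulus after 20 min compound exposure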
Target sequence (P51787 whole entry, looked up): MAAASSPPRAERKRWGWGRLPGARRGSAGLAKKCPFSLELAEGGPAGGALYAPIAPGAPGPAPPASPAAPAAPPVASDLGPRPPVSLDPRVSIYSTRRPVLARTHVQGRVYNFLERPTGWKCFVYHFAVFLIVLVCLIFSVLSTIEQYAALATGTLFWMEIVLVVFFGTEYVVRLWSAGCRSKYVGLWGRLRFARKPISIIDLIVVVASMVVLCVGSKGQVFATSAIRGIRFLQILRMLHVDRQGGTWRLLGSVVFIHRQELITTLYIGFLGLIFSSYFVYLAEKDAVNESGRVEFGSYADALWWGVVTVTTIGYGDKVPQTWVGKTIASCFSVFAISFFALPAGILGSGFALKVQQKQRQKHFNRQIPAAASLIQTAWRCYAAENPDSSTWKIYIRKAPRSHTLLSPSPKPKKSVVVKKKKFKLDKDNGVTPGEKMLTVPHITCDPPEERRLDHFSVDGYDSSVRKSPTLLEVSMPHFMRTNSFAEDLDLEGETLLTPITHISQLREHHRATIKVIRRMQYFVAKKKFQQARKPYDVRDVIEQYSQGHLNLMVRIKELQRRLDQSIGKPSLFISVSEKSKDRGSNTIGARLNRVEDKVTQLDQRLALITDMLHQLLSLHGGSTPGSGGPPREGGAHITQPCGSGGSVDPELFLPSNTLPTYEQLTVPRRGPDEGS
KCNK3 inh: human KCNK3 channel inhibition, primary screen; actives 0.84% (n = 340,000); O14649; B-score at 10 µM; CHO-KCNK3 thallium flux, FluxOR fluorescence; active compounds read low;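 active means B-score under library mean minus 4 SD, starting fluorescence ratio at most library mean plus 5 SD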;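 further: more negative B-score means stronger inhibition of thallium flux through KCNK3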
ANO1 activ: mouse TMEM16A channel activation, primary screen | Q8BHY3 | HEK293 TMEM16A/YFP-H148Q/I152L, iodide quench fluorescence; active compounds read low | B-score at 10 µM | actives 0.3% (n = 340,000);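 active means fluorescence-ratio B-score plate-corrected deviation score at least 3 library SD below zero, with starting fluorescence score within 5 deviations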;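 further: channel opened by trigger with iodide after compound preincubation; score built on the fluorescence ratio of max minus min over baseline; more negative score means more quench and so TMEM16A activation or potentiation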
hERG rescue: compounds protecting human hERG from proarrhythmic drug block; AID 1511; Q12809; actives 0.51% (n = 310,000); activation (rescue from dofetilide block), less the hit threshold, % at 10 µM; CHO-hERG, FluxOR thallium flux, dofetilide IC70 present;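 active means activation above the mean of controls blocked by dofetilide plus 5 SD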;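 further: thallium influx through hERG after potassium depolarization seen as dye fluorescence rise; in these data hits start at about 4.7%; inactives centre near -7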
KCNQ1 pot: potentiates or activates the human KCNQ1 potassium channel; P51787; CHO-K1 KCNQ1, thallium flux FluxOR fluorescence; active compounds read high; B-score at 10 µM; actives 0.35% (n = 310,000); AID 2648;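 active means fluorescence ratio B-score, a plate-corrected score, at least three library SD, with initial intensity B-score within 5 SD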
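Medium – assay buffer, equal DMSO in all wells · Material – CHO-K1 cell line with stable KCNQ1 potassium channel expression · Signal – kinetic FluxOR thallium fluorescence, 10-s 1-Hz baseline, 110-s post-stimulus read · Compound – single concentration per compound, DMSO matched to controls · Schedule – 37 °C overnight plating, 90-min dark dye load, 20-min compound pretreatment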
KCNK9 inh: blocks the human KCNK9 two-pore domain potassium channel; HEK293 KCNK9, FluxOR thallium flux fluorescence; active compounds read low; actives 1.2% (n = 310,000); B-score at 10 µM;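 active means ratio B-score over 3 SD below the library mean, with starting fluorescence within 5 SD of its mean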;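 further: negative B-score means less thallium flux so channel inhibition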
TMEM16A inh: blocks the mouse calcium-activated chloride channel TMEM16A; Q8BHY3; HEK293 TMEM16A/YFP iodide influx fluorescence, ionomycin; normalized B-score (activity score, 25-100; higher = stronger inhibition) at 10 µM; actives 1.2% (n = 310,000); AID 588511;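 active means ratio plate-corrected score three or more library SD toward inhibition, starting fluorescence score within five deviations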;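 further: score derived from kinetic fluorescence span divided by baseline fluorescence per well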
MrgX1 ag: activates human MrgX1 receptor signaling. Q96LB2. MrgX1-HEK293 cells, Fluo-4 calcium fluorescence, agonist mode; active compounds read high. B-score at 10 µM. actives 0.44% (n = 310,000);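 active means calcium response B-score plate-corrected fluorescence ratio at least 3 library SD, with starting fluorescence B-score inside 5 SD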
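Assay system: stable human MrgX1 HEK293 cell line. Quantity: 15,000 cells per well. Schedule: cells plated overnight, dye loaded 0.5 h 37 °C, 0.5 h room temperature. Detection: Fluo-4 NW calcium-flux fluorescence, kinetic read. Read-out basis: peak-minus-minimum fluorescence over baseline, converted to B scores. Control set: positive and negative control wells on each plate.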
RGS4 block: inhibitors of human RGS4; B-score at 10 µM; actives 0.45% (n = 310,000); HEK293 M3R/RGS4 inducible, Fluo-4 calcium flux; active compounds read high; triggered by carbachol at its EC20; P49798;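 active means B-score, a plate-corrected calcium signal, over three deviations above library mean, with baseline fluorescence within five deviations of library mean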;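 further: RGS4 expression induced by doxycycline in cells with stable M3 receptor; B-score is computed from the integrated fluorescence ratio over baseline after carbachol; higher B-score means a larger calcium signal and so more RGS4 inhibition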
RGS4 act: potentiators or activators of RGS4. HEK293 M3R/inducible RGS4, carbachol calcium flux Fluo4; active compounds read low. B-score at 10 µM. actives 0.92% (n = 310,000). AID 463111;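 active means B-score of the integrated calcium signal more than 4 SD below the library mean, with starting fluorescence not abnormally high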;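 further: negative B-score means reduced calcium response which marks RGS4 activation or potentiation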
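test system = HEK293 cells with stable M3R and inducible RGS4 | schedule = recording 10 s baseline at 1 Hz, 100 s post-agonist | technique = Fluo4-AM (2 µM) calcium-flux fluorescence, kinetic read | measure = Agonist-evoked peak-minus-minimum fluorescence over baseline, integrated ratio, B score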
Numbers without * were called inactive. No enrichment for hits; any-hit rate near 6.3%.

`COc1cccc(C(=O)Nc2cc(NC(=O)c3ccco3)ccc2OC)c1` gave MrgX1 PAM inactive, KCNQ1 inh inactive, KCNK3 inh inactive, ANO1 activ inactive, hERG rescue -11, KCNQ1 pot inactive, KCNK9 inh inactive, TMEM16A inh inactive, MrgX1 ag inactive, RGS4 block inactive and RGS4 act inactive.
`O=C1CC(=C2c3ccccc3-c3ccccc32)C(=O)N1CCN1CCN(c2ccccc2)CC1` gave MrgX1 PAM inactive, KCNQ1 inh inactive, KCNK3 inh inactive, ANO1 activ inactive, hERG rescue -12, KCNQ1 pot inactive, KCNK9 inh inactive, TMEM16A inh inactive, MrgX1 ag inactive, RGS4 block inactive and RGS4 act inactive.
`CCNC(=O)/C(=C/c1cccc([N+](=O)[O-])c1)NC(=O)c1ccc(C)cc1` gave MrgX1 PAM inactive, KCNQ1 inh inactive, KCNK3 inh inactive, ANO1 activ inactive, hERG rescue 2, KCNQ1 pot inactive, KCNK9 inh inactive, TMEM16A inh inactive, MrgX1 ag inactive, RGS4 block inactive and RGS4 act inactive.
COC/C=C/C1=CC2=CC(=O)C(C)(O)C(=O)C2=CO1 (centres undefined) was read as MrgX1 PAM inactive, KCNQ1 inh inactive, hERG rescue -2, KCNQ1 pot inactive, KCNK9 inh inactive, TMEM16A inh inactive, MrgX1 ag inactive, RGS4 block inactive and RGS4 act inactive.
Screening CCCCC(CC(C)O)c1n[nH]c(=S)n1-c1ccccc1 (centres undefined) returned MrgX1 PAM inactive, KCNQ1 inh inactive, KCNK3 inh inactive, ANO1 activ inactive, hERG rescue -10, KCNQ1 pot inactive, KCNK9 inh inactive, TMEM16A inh inactive, MrgX1 ag inactive, RGS4 block inactive and RGS4 act inactive.
`COc1ccc(COC(=O)c2ccc(Br)c(S(=O)(=O)N3CCOCC3)c2)cc1F` gave MrgX1 PAM inactive, KCNQ1 inh inactive, KCNK3 inh inactive, ANO1 activ inactive, hERG rescue -17, KCNQ1 pot inactive, KCNK9 inh inactive, TMEM16A inh inactive, MrgX1 ag inactive, RGS4 block inactive and RGS4 act inactive.
Screening C=CCc1c(C)nc(SC)nc1Nc1ccc(C(C)=O)cc1 returned MrgX1 PAM 7*, KCNQ1 inh inactive, KCNK3 inh inactive, ANO1 activ inactive, hERG rescue -20, KCNQ1 pot inactive, KCNK9 inh inactive, TMEM16A inh inactive, MrgX1 ag inactive, RGS4 block inactive and RGS4 act inactive.
Screening Cc1ccc2nc(-c3ccc(NC(=O)CSc4nccc(=O)[nH]4)cc3)sc2c1 returned MrgX1 PAM inactive, KCNQ1 inh inactive, KCNK3 inh inactive, ANO1 activ inactive, hERG rescue -9, KCNQ1 pot inactive, KCNK9 inh inactive, TMEM16A inh inactive, MrgX1 ag inactive, RGS4 block inactive and RGS4 act inactive.
`NC(=O)COC(=O)[C@@H]1CC(O)CN1S(=O)(=O)c1ccc2c(c1)OCCO2` (some centres undefined) gave MrgX1 PAM inactive, KCNQ1 inh inactive, KCNK3 inh inactive, ANO1 activ inactive, hERG rescue -4, KCNQ1 pot inactive, KCNK9 inh inactive, TMEM16A inh inactive, MrgX1 ag inactive, RGS4 block inactive and RGS4 act inactive.
Screening CC1(C)CC(=O)C(N=Nc2ccc(Br)cc2)=C(O)C1 returned MrgX1 PAM inactive, KCNQ1 inh inactive, KCNK3 inh inactive, ANO1 activ inactive, hERG rescue -11, KCNQ1 pot inactive, KCNK9 inh inactive, TMEM16A inh inactive, MrgX1 ag inactive, RGS4 block inactive and RGS4 act inactive.
CC1CCCC(NC(=O)CCC(=O)c2ccc(F)cc2)C1C (centres undefined) was read as MrgX1 PAM inactive, KCNQ1 inh inactive, KCNK3 inh inactive, ANO1 activ inactive, hERG rescue -9, KCNQ1 pot inactive, KCNK9 inh inactive, TMEM16A inh inactive, MrgX1 ag inactive, RGS4 block inactive and RGS4 act inactive.
For CCCCCCC(=O)c1c(C)[nH]c(C(=O)OCC)c1C the results were MrgX1 PAM inactive, KCNQ1 inh inactive, KCNK3 inh inactive, ANO1 activ inactive, hERG rescue -11, KCNQ1 pot inactive, KCNK9 inh inactive, TMEM16A inh inactive, MrgX1 ag inactive, RGS4 block inactive and RGS4 act inactive.
O=[N+]([O-])c1nn(-c2ccc3c(c2)OCCO3)n(O)c1=NCc1ccc(F)cc1Cl was read as MrgX1 PAM inactive, KCNQ1 inh inactive, KCNK3 inh inactive, ANO1 activ inactive, hERG rescue -7, KCNQ1 pot inactive, KCNK9 inh inactive, TMEM16A inh inactive, MrgX1 ag inactive, RGS4 block inactive and RGS4 act inactive.
CC(=O)NC(CC(=O)NC12CC3CC(CC(C3)C1)C2)c1ccccc1 (centres undefined) was read as MrgX1 PAM inactive, KCNQ1 inh inactive, KCNK3 inh inactive, ANO1 activ inactive, hERG rescue -13, KCNQ1 pot inactive, KCNK9 inh inactive, TMEM16A inh inactive, MrgX1 ag inactive, RGS4 block inactive and RGS4 act inactive.
NC(=O)c1oc2ccccc2c1NC(=O)C1COc2ccccc2O1 (centres undefined) was read as MrgX1 PAM inactive, KCNQ1 inh inactive, KCNK3 inh inactive, ANO1 activ inactive, hERG rescue -9, KCNQ1 pot inactive, KCNK9 inh inactive, TMEM16A inh inactive, MrgX1 ag inactive, RGS4 block inactive and RGS4 act inactive.
For O=C(CCSc1ccc(Cl)cc1)c1cccs1 the results were MrgX1 PAM inactive, KCNQ1 inh inactive, KCNK3 inh inactive, ANO1 activ inactive, hERG rescue -8, KCNQ1 pot inactive, KCNK9 inh inactive, TMEM16A inh inactive, MrgX1 ag inactive, RGS4 block inactive and RGS4 act inactive.
Screening O=S(=O)(CCc1nc2ccccc2[nH]1)c1ccc(Cl)cc1 returned MrgX1 PAM inactive, KCNQ1 inh inactive, KCNK3 inh inactive, ANO1 activ inactive, hERG rescue -6, KCNQ1 pot inactive, KCNK9 inh inactive, TMEM16A inh inactive, MrgX1 ag inactive, RGS4 block inactive and RGS4 act inactive.
For O=C(Cc1ccc(Cl)cc1)Nc1ccc(Br)cc1 the results were MrgX1 PAM inactive, KCNQ1 inh inactive, KCNK3 inh inactive, ANO1 activ inactive, hERG rescue -10, KCNQ1 pot inactive, KCNK9 inh inactive, TMEM16A inh inactive, MrgX1 ag inactive, RGS4 block inactive and RGS4 act inactive.
For CN(C)/C=N/c1sc2c(c1C#N)CCCC2 the results were MrgX1 PAM inactive, KCNQ1 inh inactive, KCNK3 inh inactive, ANO1 activ inactive, hERG rescue -5, KCNQ1 pot inactive, KCNK9 inh inactive, TMEM16A inh inactive, MrgX1 ag inactive, RGS4 block inactive and RGS4 act inactive.
`CCOc1ccc(C2C(C(=O)c3ccco3)=C(O)C(=O)N2Cc2cccnc2)cc1` (centres undefined) gave MrgX1 PAM inactive, KCNQ1 inh inactive, KCNK3 inh inactive, ANO1 activ inactive, hERG rescue -9, KCNQ1 pot inactive, KCNK9 inh inactive, TMEM16A inh inactive, MrgX1 ag inactive, RGS4 block inactive and RGS4 act inactive.
Screening CCN1C=C(Cc2ccc(OC)cc2)C2=C(C1)C(c1ccc(OC)cc1)C(C#N)=C(N)O2 (centres undefined) returned MrgX1 PAM inactive, KCNQ1 inh inactive, KCNK3 inh inactive, ANO1 activ inactive, hERG rescue -15, KCNQ1 pot inactive, KCNK9 inh inactive, TMEM16A inh inactive, MrgX1 ag inactive, RGS4 block inactive and RGS4 act inactive.
`Cn1c(SCC(=O)NCc2ccco2)nnc1C1CCCC1` gave MrgX1 PAM inactive, KCNQ1 inh inactive, KCNK3 inh inactive, ANO1 activ inactive, hERG rescue -10, KCNQ1 pot inactive, KCNK9 inh inactive, TMEM16A inh inactive, MrgX1 ag inactive, RGS4 block inactive and RGS4 act inactive.
Screening COc1ccc(C2=CC3=C(Br)C(=O)C(C)(OC(=O)C4CCCC4)C(=O)C3=CO2)cc1 (centres undefined) returned MrgX1 PAM inactive, KCNQ1 inh inactive, KCNK3 inh inactive, ANO1 activ inactive, hERG rescue -8, KCNQ1 pot inactive, KCNK9 inh inactive, TMEM16A inh inactive, MrgX1 ag inactive, RGS4 block inactive and RGS4 act inactive.
`CC(C)(C)c1ccc(OCCC(=O)NCC(c2cccs2)N2CCOCC2)cc1` (centres undefined) gave MrgX1 PAM inactive, KCNQ1 inh inactive, KCNK3 inh inactive, ANO1 activ inactive, hERG rescue -8, KCNQ1 pot inactive, KCNK9 inh inactive, TMEM16A inh inactive, MrgX1 ag inactive, RGS4 block inactive and RGS4 act inactive.
Screening O=C(Nc1ccc(F)cc1)c1cnc(-c2ccccc2)nc1-c1ccccc1 returned MrgX1 PAM inactive, KCNQ1 inh inactive, KCNK3 inh inactive, ANO1 activ inactive, hERG rescue -10, KCNQ1 pot inactive, KCNK9 inh inactive, TMEM16A inh inactive, MrgX1 ag inactive, RGS4 block inactive and RGS4 act inactive.
`CCN(CC(=O)Nc1ccc(NC(C)=O)cc1)C(=O)Cc1coc2cc(C)c(C)cc12` gave MrgX1 PAM inactive, KCNQ1 inh inactive, KCNK3 inh inactive, ANO1 activ inactive, hERG rescue -19, KCNQ1 pot inactive, KCNK9 inh inactive, TMEM16A inh inactive, MrgX1 ag inactive, RGS4 block inactive and RGS4 act inactive.
`COc1ccc(OC)c(/C=N/c2c(-c3ccc(O)c(OC)c3)nc3ccccn23)c1` gave MrgX1 PAM inactive, KCNQ1 inh inactive, KCNK3 inh inactive, ANO1 activ inactive, hERG rescue -6, KCNQ1 pot inactive, KCNK9 inh -14*, TMEM16A inh inactive, MrgX1 ag inactive, RGS4 block inactive and RGS4 act inactive.
Screening COc1ccc(C2NC(=O)c3sc4nc(C)c(C(C)=O)c(-c5ccc(Cl)cc5)c4c3N2)cc1 (centres undefined) returned MrgX1 PAM inactive, KCNQ1 inh inactive, KCNK3 inh inactive, ANO1 activ inactive, hERG rescue -8, KCNQ1 pot inactive, KCNK9 inh inactive, TMEM16A inh inactive, MrgX1 ag inactive, RGS4 block inactive and RGS4 act inactive.
